OXTR potentiate: potentiates the human oxytocin receptor response; CHO-OTR cells, Fluo-8 calcium fluorescence, potentiator mode; 0% = oxytocin EC15, 100% = EC100; AID 2445; hit rate 0.061% among 320,000; P30559; activation, % at 3 µM;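 active means activation above that plate's cutoff, the mean activation of tested compounds plus 3 SD, cut at about 6.6% in these data, passing the limit was not always enough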;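 further: 100% uses oxytocin at 75 nM as the full agonist control; some results filed as inactive read as strong as hits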
Target sequence (P30559 whole entry, looked up): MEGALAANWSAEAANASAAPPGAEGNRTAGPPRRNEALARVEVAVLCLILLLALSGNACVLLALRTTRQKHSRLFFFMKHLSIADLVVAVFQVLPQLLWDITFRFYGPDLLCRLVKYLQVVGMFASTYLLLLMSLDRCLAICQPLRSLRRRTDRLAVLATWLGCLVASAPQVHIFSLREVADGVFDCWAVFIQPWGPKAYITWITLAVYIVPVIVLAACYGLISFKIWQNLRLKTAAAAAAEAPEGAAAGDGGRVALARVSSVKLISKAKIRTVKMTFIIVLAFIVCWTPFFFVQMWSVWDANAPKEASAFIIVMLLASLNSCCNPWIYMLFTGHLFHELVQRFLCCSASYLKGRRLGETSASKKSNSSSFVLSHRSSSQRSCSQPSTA
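test system = CHO-OTR cells, human receptor | compound = single-point 3.0 µM | schedule = 6 min compound pre-incubation at room temperature, 100 s kinetic read | signal = Fluo-8 no-wash calcium dye fluorescence, excitation 470-495 nm, emission 515-575 nm | repeats = single well per compound, singlicate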
CHRM1 agonist: agonists of human M1 muscarinic receptor. P11229. CHO-K1 hM1, Fluo-8 calcium fluorescence, agonist mode; 0% DMSO, 100% acetylcholine EC100. activation, % at 3 µM. hit rate 0.33% among 360,000;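 active means activation above the run's mean compound activation plus 3 SD, cut at about 16% in these data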;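 further: peak over basal fluorescence ratio within a 140 s kinetic read after compound addition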
Target sequence (P11229 whole entry, looked up): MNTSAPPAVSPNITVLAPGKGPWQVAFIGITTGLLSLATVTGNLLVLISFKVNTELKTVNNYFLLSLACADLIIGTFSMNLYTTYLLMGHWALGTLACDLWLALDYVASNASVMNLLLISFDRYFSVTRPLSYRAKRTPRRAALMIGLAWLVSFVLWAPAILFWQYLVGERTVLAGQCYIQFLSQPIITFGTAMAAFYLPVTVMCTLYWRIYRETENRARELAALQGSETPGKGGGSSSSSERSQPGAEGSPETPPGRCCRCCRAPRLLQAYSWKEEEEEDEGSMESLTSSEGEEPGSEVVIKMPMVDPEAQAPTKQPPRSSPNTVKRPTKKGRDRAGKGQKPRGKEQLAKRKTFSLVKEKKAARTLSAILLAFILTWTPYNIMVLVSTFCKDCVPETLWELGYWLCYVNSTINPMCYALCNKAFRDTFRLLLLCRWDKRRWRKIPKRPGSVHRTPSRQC
M4 ag: agonists of human muscarinic M4 receptor (CHRM4). CHO-K1 hM4/Gqi5, Fluo-8 calcium fluorescence; vehicle 0%, full acetylcholine response 100%. AID 624127. activation, % at 3 µM. hit rate 0.14% among 360,000. P08173;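 active means activation above the run mean over all test wells plus 3 SD, cut at about 32% in these data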;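 further: peak over basal fluorescence ratio per well then scaled between controls; 0% = DMSO wells and 100% = acetylcholine at EC100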
CHRM1 antagonist: human CHRM1 antagonism. P11229. CHO-K1 hM1, Fluo-8 calcium fluorescence, ACh EC80 antagonist. inhibition, % at 3 µM. hit rate 1.3% among 360,000;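 active means percent inhibition above its own plate's cutoff, namely the mean of that plate's compound wells plus 3 SD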;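 further: peak over basal fluorescence ratio during 140 s after agonist addition; 0% = ACh EC80 plus DMSO and 100% = DMSO alone without agonist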
CHO-K1 Ca ag: M1 agonist counterscreen hit in parental CHO-K1 cells; hit rate 0.48% among 360,000; activation, % at 3 µM; Fluo-8 calcium fluorescence; scaled to maximal ATP response, vehicle zero; in the data active means activation above about 15%;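 further: untransfected CHO-K1 host cells lacking M1 receptor as counterscreen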
M1 PAM: potentiates human M1 receptor response to acetylcholine | P11229 | CHO-K1 hM1, Fluo-8 calcium fluorescence, ACh EC20; 0% = ACh EC20, 100% = maximal ACh | activation, % at 3 µM | hit rate 0.088% among 360,000; in the data active means activation above about 19%, passing the limit was not always enough
CHO-K1 Ca antag: M1 antagonist counterscreen hit in parental CHO-K1 cells | inhibition, % at 3 µM | AID 602250 | ATP-induced calcium, Fluo-8 fluorescence | hit rate 0.6% among 360,000;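 active means inhibition above a per-plate cutoff, the plate's mean sample inhibition plus 3 SD, cut at about 24% in these data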;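 further: 0% = DMSO plus EC80 ATP and 100% = DMSO alone without ATP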
CHO parental Ca: counter-screen for OX1R antagonists: effect in parental CHO cells | AID 463079 | hit rate 0.63% among 330,000 | inhibition, % at 5.6 µM | parental CHO-K1, ATP-induced calcium, Fluo-8 fluorescence;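 active means inhibition above that plate's mean sample inhibition plus 3 SD, cut at about 26% in these data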;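 further: 0% = ATP-challenged DMSO wells and 100% = DMSO wells without ATP; some compounds past the cut are filed as inactive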
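Material: Parental CHO cells | Reagent: ATP | Compound dosing: Single nominal dose of 5.6 µM per compound | Detection: Intracellular calcium via Fluo-8 no-wash fluorescent dye | Read-out: % inhibition of ATP-induced calcium mobilization | Benchmarks: Low control ATP plus DMSO, high control DMSO only | Replicates: Singlicate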
CHRM4 antagonist: blocks acetylcholine activation of human M4 receptor; inhibition, % at 3 µM; hit rate 0.73% among 360,000; CHO-hM4 cells, ACh EC80, Fluo-8 calcium fluorescence;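 active means inhibition above its plate's cutoff, the mean inhibition of sample wells plus 3 SD, cut at about 27% in these data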;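 further: 0% = acetylcholine EC80 with DMSO and 100% = DMSO without agonist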
Active calls of the source: *; nt = no result given.

entry	Structure	OXTR potentiate	CHRM1 agonist	M4 ag	CHRM1 antagonist	CHO-K1 Ca ag	M1 PAM	CHO-K1 Ca antag	CHO parental Ca	CHRM4 antagonist
1	c1ccc2c(c1)OCCOCCOCCOCCOCCOc1ccccc1OCCOCCOCCO2	-11	-3	14	7	13	-7	1	-14	1
2	O=C(NCCOc1ccccc1)C1CCN(C(=O)Nc2ccccc2)CC1	nt	-3	1	-14	-0.1	5	-8	nt	-4
3	COc1cccc(C2c3[nH]c4ccccc4c3CCN2Cc2cnn(C)c2)c1 (stereo not drawn)	-11	-4	1	-3	0.6	-1	-9	-14	-5
4	Cc1ccc(/C=C/C(=O)c2c(C)cc(C)[nH]c2=O)cc1	3	-6	0	-1	1.6	6	-16	-9	-4
5	CN(C)c1ccc(N=Nc2ccccc2C(=O)OCC(=O)N2CCCCCC2)cc1	0	-8	9	24	4.9	-11	-3	29*	3
6	O=C1C=CC(O)C2(CO)OC12 (stereo not drawn)	nt	-3	0	-3	0.2	2	0	nt	-4
7	COc1ccc([C@H]2C[C@@H](O)[C@H](n3cc(COC(=O)c4ccccc4)nn3)CN2C(=O)c2cccs2)cc1	nt	-5	6	-16	1.4	1	4	nt	-2
8	COC(=O)c1cn(C(=O)c2ccc(Cl)cc2)c2ccccc12	-2	-2	5	-6	1.5	2	-6	-21	0
9	O=C(COC(=O)c1ccc(OC(F)F)cc1)NCC1CCCO1 (stereo not drawn)	nt	-5	1	-5	0.9	4	-16	nt	-8
10	Cc1cc(Cl)c(S(=O)(=O)NCc2cccnc2)cc1OCC(N)=O	1	-3	1	-29	0.2	5	-17	-12	-5
11	CC(NC(=O)c1cccs1)c1ccccc1 (stereo not drawn)	0	0	0	-7	1.1	5	-14	-18	4
12	COc1ccccc1CNC(=O)c1cnc2ccccn2c1=O	-4	-5	1	1	0.5	2	8	-2	8
13	CC1(OC(=O)C2CCCC2)C(=O)C=C2C=C(c3ccc(C#N)cc3)OC=C2C1=O (stereo not drawn)	-3	0	3	9	0.3	-2	-6	-3	2
14	CCCC1C2C(=O)N(c3ccccc3OC)C(=O)C2ON1c1ccccc1 (stereo not drawn)	-9	-2	5	-18	0.8	2	-5	-16	-20
15	CCN(CC)c1ccc(C2NC(=O)c3ccccc3N2)cc1 (stereo not drawn)	nt	-2	1	-21	0.9	9	-13	nt	-5
16	CC(Cl)c1cc(-c2ncc(C(F)(F)F)cc2Cl)no1 (stereo not drawn)	-4	-4	1	0	-0.7	4	12	0	-3
17	Cc1cc(OCC(=O)N2CCOCC2)ccc1NC(=O)C1CCCCC1	-3	-2	1	-13	-0.3	11	-12	-7	-7
18	CCOC(=O)CNC(=O)CSc1nnc(-c2ccc(OC)cc2)n1CC	-12	-3	0	-31	-0.2	0	-11	-1	1
19	C(=C\c1ccccc1)/CSc1nnc(-c2cccnc2)n1Cc1ccco1	-1	-6	0	-6	0.7	4	5	-4	10
20	COc1ccc(Cl)cc1S(=O)(=O)N1CCC(C(=O)N2CCOCC2)CC1	-5	-2	2	-2	0.6	3	-6	-8	10
21	CCc1cc(C(c2ccncc2)N2CCN(C)CC2)c(NC(=O)c2ccccc2)s1 (stereo not drawn)	-3	-1	-1	-13	0.6	5	-14	-17	-38
22	O=C(CN1CCC(n2nnc3cc(F)ccc32)CC1)NCc1ccco1	-6	-2	1	8	0.0	-1	7	-13	1
23	Cc1cccc(NC2SC(=O)NC2=O)c1 (stereo not drawn)	-6	-6	2	11	0.5	2	-13	-10	6
24	Cc1cc(Cl)ccc1OCC(=O)N1CCCN(C(=O)COc2ccc(Cl)cc2C)CC1	-16	-4	3	3	1.2	-2	-4	-21	-14
25	N#Cc1sc(NCc2ccccn2)nc1Cl	-9	4	8	-9	3.2	5	-7	0	-4
26	O=C(OCc1cc2ccccc2[nH]c1=O)c1cccs1	-4	-7	2	0	1.3	4	-3	-21	4
27	CC1(C)C2CC=C(/C=N/NC(=O)C(N)=O)C1C2 (stereo not drawn)	2	-3	1	-7	-0.2	5	-9	4	2
28	CCn1cc(S(=O)(=O)Nc2cccnc2)cn1	-5	-2	1	0	-0.4	4	2	-4	-11
29	CCn1c(CO)nc2c1c(=O)[nH]c(=O)n2Cc1ccccc1	-1	1	2	-17	0.2	10	-14	2	-13
30	CC1CCCN(S(=O)(=O)c2ccc(NC(=O)CN3C(=O)NC(C)(c4ccccc4)C3=O)cc2)C1 (stereo not drawn)	2	-3	1	-12	0.8	10	-5	-2	-12
31	O=C(NC1(C(F)(F)F)NC(=O)N(Cc2cccnc2)C1=O)c1ccncc1 (stereo not drawn)	-10	1	3	-16	0.7	6	-26	4	0
32	COCCCN1CN(S(=O)(=O)c2ccc(Cl)cc2)c2nc3ccccc3nc21	-6	-2	2	-17	1.1	13	-14	-26	3
33	Cc1c(-c2ccc(Cl)cc2Cl)nc2ccccc2c1C(=O)NCCN1CCOCC1	-1	-2	3	27	0.2	-8	6	-7	-1
34	COc1cccc(CN2CCN(C3CCN(c4ccccc4C)CC3)CC2CCO)c1 (stereo not drawn)	-2	-13	2	-4	1.0	-3	-14	-19	-2
35	Cc1nnc(SCC(=O)N(C)Cc2ccccc2)[nH]c1=O	7	-2	0	-21	0.4	2	1	-10	3
36	Cc1ccc(CN2CC(C(=O)Nc3ccc(C)c(S(=O)(=O)N4CCCCC4)c3)CC2=O)cc1 (stereo not drawn)	nt	-6	6	-6	4.5	10	-12	nt	-9
37	CCCN(CCC)S(=O)(=O)c1ccc(C(=O)Nc2nnc(-c3cccc(OC)c3)o2)cc1	-1	-8	0	-14	0.7	12	-11	-6	0
38	O=C(NCCc1ccccc1F)N[C@@H](Cc1ccccc1)C(=O)O	-21	-4	0	8	0.4	-3	3	-14	-1
39	CCOC(=O)N1CCC(NC(=O)CCc2nc(-c3ccccc3F)no2)CC1	-9	3	1	7	1.2	2	-6	-28	4
40	COc1ccc(OCC(=O)O/N=C(\N)Cc2cccs2)cc1	-5	-8	0	3	-0.2	3	-7	-8	-2

Compound profiles, from the list above. Order of screens: OXTR potentiate	CHRM1 agonist	M4 ag	CHRM1 antagonist	CHO-K1 Ca ag	M1 PAM	CHO-K1 Ca antag	CHO parental Ca	CHRM4 antagonist
COc1ccc(OCC(=O)O/N=C(\N)Cc2cccs2)cc1 as listed: -5	-8	0	3	-0.2	3	-7	-8	-2
O=C(NCCc1ccccc1F)N[C@@H](Cc1ccccc1)C(=O)O as listed: -21	-4	0	8	0.4	-3	3	-14	-1

(more compounds)
entry	Structure	OXTR potentiate	CHRM1 agonist	M4 ag	CHRM1 antagonist	CHO-K1 Ca ag	M1 PAM	CHO-K1 Ca antag	CHO parental Ca	CHRM4 antagonist
41	CCC(C)(C)NC(=O)c1ccc2c(c1)OCCO2	-5	-5	2	-18	0.0	10	-9	-12	-7
42	CN(C)c1ccc(S(=O)(=O)N2CCCCC2)cc1NC(=O)C1CSC2(C)CCC(=O)N12 (stereo not drawn)	-2	-1	10	4	2.6	-2	-10	-14	-13
43	Oc1c(Cl)c(Cl)c2ncccc2c1Cl	nt	0	0	-18	-0.3	10	-5	nt	0
44	Cc1cccc(C(=O)N(CCc2ccccc2)Cc2ccccc2)c1[N+](=O)[O-]	-15	-5	5	-16	1.1	5	-8	30	0
45	COc1cc(OC)c2c(c1)OC(=O)CC2c1ccc(C)cc1 (stereo not drawn)	nt	-4	-2	-10	0.0	1	-20	-19	-27
46	Cc1nn(CCO)c2ncc(C(=O)c3cc(Cl)ccc3O)cc12	-11	-4	2	-9	1.1	7	-5	-1	8
47	COc1ccc(-c2nn(-c3ccccc3)cc2/C=C/C(=O)N(C)CC(=O)Nc2cccc(F)c2)cc1OC	nt	-2	10	17	4.5	-6	-16	nt	20
48	CN1CCN(Cc2cc(=O)oc3cc4c(cc23)CCC4)CC1	-10	-2	0	16	0.0	-1	-3	-24	1
49	Cc1cccc(C(=O)NCC(=O)OCC(=O)c2ccc(Br)s2)c1	-3	-5	1	-6	0.0	9	7	-9	-7
50	CC(C)=C(NC(=O)c1ccccc1)C(=O)N/N=C/c1ccc(O)cc1	-5	-7	2	-10	1.0	7	1	-2	7
51	O=C(Oc1cccc2c(O)cccc12)c1ccccc1	-13	-4	2	-5	1.0	1	-10	14	-2
52	CCN(CC)CCN(Cc1cc2cc3c(cc2[nH]c1=O)OCCO3)C(=O)NC1CCCCC1	-5	-5	0	1	0.4	-1	-1	-8	11
53	CC1CCCN(C(=O)C2CCN(c3ncnc4c3nc3n4CCCCC3)CC2)C1 (stereo not drawn)	-1	-3	2	18	0.9	-8	5	-17	7
54	CN=C(Nc1cc(Cl)ccc1Cl)SC1CC(=O)N(c2ccc(C(=O)OC)cc2)C1=O (stereo not drawn)	-7	-4	2	-8	5.2	3	-12	0	-3
55	O=C1COC(c2ccccc2)=CN1Cc1ccccc1	-6	-3	6	-6	4.8	6	-15	-7	1
56	Cc1ccc(/C=C2/SC(=S)N(CC(=O)Nc3ncc(Cc4ccc(C)cc4)s3)C2=O)cc1	-2	-1	1	4	0.2	-1	5	-10	-3
57	O=C(Nc1nc(-c2ccccn2)cs1)c1ccco1	5	-14	1	-3	0.4	9	20	-8	5
58	CSc1nc(C)c(CCOC(=O)c2cccc(C)c2)c(=O)[nH]1	-6	0	1	-6	0.2	11	-9	-3	-10

Molecules listed so far containing a Cl atom:
entry	Structure	OXTR potentiate	CHRM1 agonist	M4 ag	CHRM1 antagonist	CHO-K1 Ca ag	M1 PAM	CHO-K1 Ca antag	CHO parental Ca	CHRM4 antagonist
8	COC(=O)c1cn(C(=O)c2ccc(Cl)cc2)c2ccccc12	-2	-2	5	-6	1.5	2	-6	-21	0
10	Cc1cc(Cl)c(S(=O)(=O)NCc2cccnc2)cc1OCC(N)=O	1	-3	1	-29	0.2	5	-17	-12	-5
16	CC(Cl)c1cc(-c2ncc(C(F)(F)F)cc2Cl)no1 (stereo not drawn)	-4	-4	1	0	-0.7	4	12	0	-3
20	COc1ccc(Cl)cc1S(=O)(=O)N1CCC(C(=O)N2CCOCC2)CC1	-5	-2	2	-2	0.6	3	-6	-8	10
24	Cc1cc(Cl)ccc1OCC(=O)N1CCCN(C(=O)COc2ccc(Cl)cc2C)CC1	-16	-4	3	3	1.2	-2	-4	-21	-14
25	N#Cc1sc(NCc2ccccn2)nc1Cl	-9	4	8	-9	3.2	5	-7	0	-4
32	COCCCN1CN(S(=O)(=O)c2ccc(Cl)cc2)c2nc3ccccc3nc21	-6	-2	2	-17	1.1	13	-14	-26	3
33	Cc1c(-c2ccc(Cl)cc2Cl)nc2ccccc2c1C(=O)NCCN1CCOCC1	-1	-2	3	27	0.2	-8	6	-7	-1
43	Oc1c(Cl)c(Cl)c2ncccc2c1Cl	nt	0	0	-18	-0.3	10	-5	nt	0
46	Cc1nn(CCO)c2ncc(C(=O)c3cc(Cl)ccc3O)cc12	-11	-4	2	-9	1.1	7	-5	-1	8
54	CN=C(Nc1cc(Cl)ccc1Cl)SC1CC(=O)N(c2ccc(C(=O)OC)cc2)C1=O (stereo not drawn)	-7	-4	2	-8	5.2	3	-12	0	-3

Source: PubChem (The Scripps Research Institute Molecular Screening Center)
